# Assay outcomes as filed in PubChem BioAssay.
# FN deposition inh – fibronectin deposition inhibition; 350,000 compounds, 0.086% hits; AH1F fibroblasts, Alexa488-fibronectin deposition fluorescence, overnight; inhibition, % at 12.6 µM;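 active = mean inhibition across replicates of 30% or more, regardless of how many single replicates reach that level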;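 also: positive control wells lacked labelled fibronectin entirely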
#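 Test system: AH1F fibroblast monolayer depositing Alexa488-labelled fibronectin into matrix. Input: 10000 cells per well. Technique: fluorescence, ex 485 nm, em 525 nm. Buffer or medium: DMEM plus 2% serum, read in PBS. Timing: 1 h cell adhesion before compound, then overnight fibronectin incubation. Compound: single dose, pinned. Read-out basis: inhibition from reduced deposited-fibronectin fluorescence.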
# Casp6 inh – blocks human caspase-6 cleavage activity; purified caspase-6, Z-VEID-R110 cleavage fluorescence; inhibition, % at 12.5 µM; 350,000 compounds, 0.53% hits;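 active = mean inhibition across replicates at least about 35%, with every replicate also reaching that limit, limit read from the data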;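 also: 0% = median of neutral control wells and 100% = no fluorescence left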
# Target sequence (P55212 24-179 limits assumed): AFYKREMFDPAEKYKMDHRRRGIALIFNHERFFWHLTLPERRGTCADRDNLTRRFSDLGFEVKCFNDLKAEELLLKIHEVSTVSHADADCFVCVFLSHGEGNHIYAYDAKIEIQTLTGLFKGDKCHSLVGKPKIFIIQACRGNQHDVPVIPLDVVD
# Target sequence (P55212 194-293 limits assumed): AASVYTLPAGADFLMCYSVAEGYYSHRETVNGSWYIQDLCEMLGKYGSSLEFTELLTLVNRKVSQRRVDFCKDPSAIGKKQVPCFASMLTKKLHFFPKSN
# PAX8 inh HTS – PAX8 transcriptional activity inhibition | RMG-I TPO-luciferase reporter, SteadyGlo, 24 h | inhibition, % at 12.6 µM | 360,000 compounds, 1.2% hits | AID 652154;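 active = mean replicate inhibition at least 60% with every replicate also reaching 60%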;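 also: luciferase light reporting Pax8 driven TPO promoter activity; plate controls were median of neutral control wells for no effect and mitoxantrone controls for full effect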
# LGR2 antag – Drosophila LGR2 receptor signaling inhibition; HEK293 LGR2, CRE-luciferase, bursicon-stimulated, 4 h; inhibition, % at 9.99 µM; 380,000 compounds, 0.35% hits;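 active = drop in luminescence signal, shown as inhibition above about 50% in the replicate tests, limit read from the data, passing the limit was not always enough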;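 also: agonist challenge used bursicon conditioned medium at about half maximal strength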
# miR-122 sensor – inhibitors of miR-122 in Huh7 cells; AID 602342; Huh7 miR-122 Renilla luciferase sensor, 48 h; neutral wells = 0, positive control = 100; activation (reporter increase), % at 12.5 µM; 340,000 compounds, 0.3% hits;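 active = mean replicate activation score at least 90 and every replicate individually at or above 90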;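 also: higher luciferase means less miR-122 activity so hits act as miR-122 inhibitors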
# PGC1a acetyl inh – modulators of PGC1a acetylation; AID 651687; inhibition, % at 15.6 µM; U2OS PGC1a acetylation, AlphaScreen anti-acetyl-lysine; with virally co-expressed GCN5 acetyltransferase; 350,000 compounds, 0.17% hits;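 active = every replicate shows inhibition of at least 40%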;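 also: 0% = neutral control wells and 100% = positive control wells; some results beyond the cut were filed as inactive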
# Cneo AK release – Cryptococcus neoformans lysis via adenylate kinase release | lysis activity, % at 15 µM | 360,000 compounds, 0.2% hits | C. neoformans lysis, adenylate kinase release luminescence, 4 h; normalised: neutral wells 0, clomiphene wells 100;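 active = mean lysis activity across replicates of at least 80%, whatever share of replicates individually reach that level; inactive = mean lysis activity below 80%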
#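 Signal: Adenylate kinase release luminescence | Assay system: Log-phase Cryptococcus neoformans yeast cells | Input: Cells at 5 × 10^6 per mL | Buffer or medium: Fresh YPD growth medium | Compound: Single dose | Schedule: Static 4 h at 37 °C with compound, 1 h detection | Controls: Clomiphene | Read-out: Luminescence rise reflecting yeast cell lysis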
# EWS-Fli inh – blocks EWS/Fli oncoprotein-driven transcription. A673 NR0B1-luciferase reporter, viability-normalised. inhibition, % at 12.6 µM. 350,000 compounds, 0.67% hits;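 active = mean inhibition of at least 50% after viability correction, with every replicate also passing that limit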;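 also: firefly luciferase signal divided by Alamar Blue viability fluorescence both relative to DMSO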
# An asterisk follows results filed as active; . = not tested or not shown; & = joins results of further samples; [ ] = dose if it differs, or a comment.
SMILES,FN deposition inh,Casp6 inh,PAX8 inh HTS,LGR2 antag,miR-122 sensor,PGC1a acetyl inh,Cneo AK release,EWS-Fli inh
Nc1nc(Nc2cccc(F)c2)nc(NCCO)c1[N+](=O)[O-],6,1,5,4,-3,-17,0,-11
COc1cccc(CN2C[C@@H]3N[C@H](C2)C3c2ccc(-c3ccc(C#N)cc3)cc2)c1 (some centres undefined),-3&5,0&0,0&-6,5&-8,.,-17&-48,.,-7&9
Cc1ccc(/C(O)=C2\C(=O)C(=O)N(CC(C)O)C2c2ccccn2)cc1 (centres undefined),-8,2,-9,-27,-2,6,0,-1
NNC(=O)c1cc(-c2cccs2)nc2ccccc12,-1,0,12,4,.,.,.,1
O=c1[nH]c(SCc2ccc(Cl)cc2)nc2ccccc12,-2,-6,-6,-7,.,.,.,-22
O=C(CSc1ccccc1F)Nc1ccc(N2CCOCC2)cc1,2,0,-128,-29,-5,-16,0,-21
O=C(C(O)c1ccccc1)N1CCN(S(=O)(=O)c2ccc(OC(F)(F)F)cc2)CC1 (centres undefined),-9,-4,-1,-22,.,.,.,8
COc1ccc(NS(=O)(=O)c2ccc(O)c(NC(=O)c3ccc(S(=O)(=O)N4CCCC4)cc3)c2)cc1,-6,4,-2,-25,1,-19,-3,0
O=C(OCC(=O)N1CCN(S(=O)(=O)c2ccc(Cl)cc2)CC1)C1CC1,1,0,-7,3,.,.,-2,-2
COc1cccc(NC(=O)Nc2cc(C)ccc2F)c1,-5,-1,.,-26,9,-3,.,.
CC(C)NC(=O)c1ccc2c(c1)N(CC(=O)N1CCCC1)C(=O)C(C)(C)O2,-1,3,38,-6,-3,-3,-1,3
COc1cc(OC)cc(C(=O)OCC(=O)Nc2sccc2C(N)=O)c1,-13,7,-12,20,1,8,3,0
CCOc1ccc(-n2c(SCC(=O)NC3CCS(=O)(=O)C3)nnc2-c2cccnc2)cc1 (centres undefined),2,7,-15,2,-7,11,-4,-3
COc1cccc(COC(=O)CSCC(=O)Nc2cccc(C)c2)c1OC,-11,0,-2,3,.,.,0,-1
Cc1nc(N2CCN(c3ccccn3)CC2)c2c(C)c(C(=O)Nc3ccccc3F)sc2n1,-18,2,7,12,13,-8,63,-11
CCC/C=N/NC(=O)c1ccc(F)cc1,6,-4,1,-19,-5,-1,.,8
O=C(NC1CCCCCCC1)c1ccc(CNc2c(N3CCOCC3)c(=O)c2=O)cc1,-3,2,-52,-46,-4,-2,-1,-20
CCn1c(=O)c(-c2ccccc2)c(O)c2ccccc21,-1,.,2,.,0,-31,2,.
COc1ccc(CN(C)C[C@@H]2Oc3ccc(NC(=O)C4CCCCC4)cc3C(=O)N([C@@H](C)CO)C[C@@H]2C)cc1,.,.,-20,-2,-3[16.7 µM],3,56,15
O=C(CN1CCN(c2ccccc2O)CC1)Nc1ccccc1C(=O)NCCc1ccccc1,-1,7,-60,-8,.,-12,.,-30
CC(C)=CCC/C(C)=C/CC/C(C)=N/O,0,.,.,.,-13,-6,0,.
Cc1nc2cc3ccccc3cc2c(=O)[nH]1,6,7,.,-46,4,-1,-10,-53
CC(=O)c1ccc(N2CCN(C(=O)Nc3ccc(C)cc3)CC2)cc1,-5,0,-13,.,-24,.,2,9
O=c1[nH]c(NCCO)nnc1Cc1ccccc1,2,1,2,2,-2,11,0,7
O=C(C1CCCC1)N1CC(=O)N2[C@H](CO)[C@H](c3ccc(Br)cc3)[C@H]2C1,-10,2,-9,-4,.,2,.,-5
CCOc1ccc(S(=O)(=O)N2CCCCC2)cc1NC(=O)Cc1ccccc1,-13,-2,7,10,-1,-11,-1,8
CCN(CC)CCOC(=O)c1ccc(Cl)cc1,3,.,-2,.,-3,3,4,.
O=C(Cc1ccc(F)cc1)N1CCC(N2CCC(C(=O)N3CCOCC3)CC2)CC1,2,.,10,7,.,.,.,-1
CCOC(=O)c1c(O)c2cccc3c2n(c1=O)CC3,0,2,4,5,.,.,.,-7
COc1ccc(CNC(=O)CCCn2c(=O)c3cccn3c3cccnc32)cc1,-12,-1,-2,-39,4,-5,-1,-2

# Three entries already listed, sorted by length of the SMILES, ascending:
SMILES,FN deposition inh,Casp6 inh,PAX8 inh HTS,LGR2 antag,miR-122 sensor,PGC1a acetyl inh,Cneo AK release,EWS-Fli inh
CC(=O)c1ccc(N2CCN(C(=O)Nc3ccc(C)cc3)CC2)cc1,-5,0,-13,.,-24,.,2,9
O=C(Cc1ccc(F)cc1)N1CCC(N2CCC(C(=O)N3CCOCC3)CC2)CC1,2,.,10,7,.,.,.,-1
O=C(C1CCCC1)N1CC(=O)N2[C@H](CO)[C@H](c3ccc(Br)cc3)[C@H]2C1,-10,2,-9,-4,.,2,.,-5

# Further entries
SMILES,FN deposition inh,Casp6 inh,PAX8 inh HTS,LGR2 antag,miR-122 sensor,PGC1a acetyl inh,Cneo AK release,EWS-Fli inh
COc1ccc2c3c(n(C)c2c1)[C@H](CO)N(C(=O)c1ccccn1)CC31CCN(C(=O)Cc2ccccc2)CC1,.,4,.,-4,.,4,.,9
CCCC(=O)NCc1cc(-c2nn(C)c(=O)c3ccccc23)ccc1C,3,.,1,.,-7,-1,-1,.
O=C(CNC(=O)c1cccs1)NCC(=O)OCc1ccc(F)cc1,-1,3,1,7,2,3,-2,-3
CN(C)CC(O)COc1ccc(C(C)(C)c2ccc(OCC(O)CN(C)C)cc2)cc1 (centres undefined),14,.,27,.,2,-49,-1,.
N#C[C@H]1[C@H](c2ccc(C#CC3CCCCC3)cc2)[C@@H](CO)N1C(=O)Nc1ccc(F)cc1,-14,-1,.,-3,.,.,.,-3
Cc1ccc(C(=O)Oc2ccc3ccc(=O)oc3c2)cc1,2,1,-9,-22,-4,.,-2,5
COc1cccc(S(=O)(=O)Nc2ccc3c(c2)C(=O)N(C)C[C@H](OC)[C@H](C)CN[C@H](C)CO3)c1,-4,0,.,6,-11[16.7 µM],-8,-1,2
CCc1nc2c(c(=O)c3ccccc3n2C)c(=O)n1-c1ccc(F)cc1,6,.,19,-3,12,.,.,.
COc1ccc2cc(CCN3C(=O)c4ccccc4C3=O)c(=O)[nH]c2c1,4,0,-20,-9,-3,5,0,-18
Cc1cccc(NC(=O)N(C)Cc2cccs2)c1,-3,.,-43,.,2,16,-1,.
COc1ccc(-n2c(=S)[nH]c3cc(C(=O)NCCCN4CCCC4=O)ccc3c2=O)c(OC)c1,3,.,11,.,-8,8,-1,.
COc1cc2c(cc1NC(=O)COC(=O)/C=C/c1ccc([N+](=O)[O-])cc1)oc1ccccc12,-2,-3,4,13,71,5,-2,-8
O=C1NC[C@@H](Cc2cccc3ccccc23)N(CC2CCCCC2)C1=O,-2,4,-2,6,10,.,4,13
C[C@@H]1CCCCO[C@H](CN(C)CC2CC2)[C@@H](C)CN([C@H](C)CO)C(=O)c2cc(NC(=O)Nc3ccc4c(c3)OCO4)ccc2O1,-1,-2,2,1,7[16.7 µM],-2,3,.
CC(=O)c1cccc(NC(=O)COC(=O)COc2c(Cl)cc(Cl)c3ccc(C)nc23)c1,1,3,24,.,.,.,.,-10
COc1ccc(N2CCN(C(=O)CCc3nc(-c4ccc(C)cc4)no3)CC2)cc1,-8,.,.,.,1,12,-3,.
COc1ccc(S(=O)(=O)Nc2ccc3c(c2)CC(=O)N([C@H](C)CO)C[C@H](C)[C@H](CN(C)C(=O)Nc2c(C)noc2C)O3)cc1,7,1,-2,-7,-2[16.7 µM],4,54,-5
Cc1cc(C)c(C#N)c(SCCS(=O)(=O)Cc2ccccc2)n1,.,2,.,-7,-11,-8,0,-10
CN1C(=O)c2cc(NC(=O)c3ccccc3F)ccc2OC[C@@H]2O[C@@H](CC(=O)NCc3ccc4c(c3)OCO4)CC[C@@H]21,-10,0,-5,4,35[16.7 µM],4,1,-11
C/C=C/c1cnc2c(c1)C(=O)N([C@@H](C)CO)C[C@H](C)[C@@H](CN(C)Cc1ccccc1F)O2,.,.,-20,7,.,3,.,-5
CCSc1nc(O)c(C2OC(=O)c3c2ccc(OC)c3OC)c(=O)n1-c1ccccc1 (centres undefined),4,.,3,.,-4,5,0,.
CNC(=S)N1CCN(c2cccc(OC)c2)CC1,-7,.,-9,.,-11,5,-1,.
COc1ccc(C(=O)NCCNC(=O)c2cnccn2)cc1,1,.,-11,-18,-1,-7,.,.
O=C(OCC(=O)c1c[nH]c2ccccc12)c1cccc(O)c1,2,4,36,-30,0,6,-7,-73
NC(N)=NCCCC(NC(=O)c1ccccc1)C(=O)Nc1ccc2ccccc2c1 (centres undefined),9,11,9,-1,-2,9,-1,9
O=C(c1ccco1)c1cn(CC(=O)N2CCCCCC2)c2ccccc12,-2,3,10,-24,0,-11,6,10
CCC(=NC)C1=C(O)CC(c2ccccc2)CC1=O (centres undefined),-2,-1,-2,-10,-5,-10,2,-6
CN(C)CC(=O)N1CCCCN2[C@@H](CO)[C@@H](c3ccc(-c4cncnc4)cc3)[C@@H]2C1,2,.,-6,-8,-7[16.7 µM],19,2,-1
COc1ccc(N=C2SC(C(=O)O)CC(=O)N2Cc2ccc(OC)c(OC)c2)cc1 (centres undefined),-22,.,-31,.,-2,4,2,.
CCCC(=O)Nc1ccc2c(c1)C(=O)N(C)C[C@@H](OC)[C@@H](C)CN(Cc1ccc(F)cc1)[C@@H](C)CO2,-3,.,.,-2,-7[16.7 µM],-20,.,-2
C[C@@H]1CCCCO[C@H](CN(C)Cc2ccc(C(=O)O)cc2)[C@H](C)CN([C@H](C)CO)C(=O)c2cc(NS(C)(=O)=O)ccc2O1,.,1,1,17,-1[16.7 µM],2,-1,0
C[C@H]1CN([C@@H](C)CO)C(=O)c2cc(/C=C/c3ccccc3)cnc2O[C@H]1CN(C)C(=O)c1ccncc1,.,0,.,1,-4[16.7 µM],6,5,4
COc1ccc(-c2ccc(C(=O)NCc3ccccc3)c3occc23)c(C)c1,-1,1,-71,-10,75,-21,0,-20
O=S(=O)(N[C@@H]1CC[C@@H](CCn2cc(C3(O)CCCC3)nn2)O[C@@H]1CO)c1ccccc1,.,-3,0,16,.,-7,0,1
CCc1ccc(N2CC(C(=O)OC)CC2=O)cc1 (centres undefined),.,-3,2,0,.,1,.,9
Cc1noc(C)c1NC(=O)N(C)C[C@H]1OCCCC[C@@H](C)Oc2ccc(NC(=O)NC(C)C)cc2C(=O)N([C@@H](C)CO)C[C@H]1C,.,3,2,21,3[16.7 µM],-1,9,-10
CC(=O)Oc1ccc2ccc3ccc(C(C)=O)cc3c2c1,11,-2,.,.,2,1,2,-11
COc1ccc2oc(=O)cc(-c3cc4ccccc4o3)c2c1,14,0,-12,-9,6,8,1,4
COc1ccc(CCNC(=O)c2cccc3c2C(=O)N(C2CCCCC2)C3)cc1OC,-12,7,13,1,-5,-8,-1,5
COCCN(Cc1cn[nH]c1-c1ccc2cc(OC)ccc2c1)C(C)C,-5,-1,-21,-20,2,6,-2,-26
COc1ccc(CN(C)C[C@H]2OCCCC[C@@H](C)Oc3ccc(NS(=O)(=O)c4cn(C)cn4)cc3C(=O)N([C@H](C)CO)C[C@H]2C)cc1,.,-1,-5,13,0[16.7 µM],-3,-3,-1
O=c1cnnc(Nc2ccccc2)[nH]1,12,5,-3,-4,.,2,.,-2
CC(C)NC(=O)Nc1ccc2c(c1)C(=O)N([C@@H](C)CO)C[C@H](C)[C@@H](CN(C)C(=O)NC(C)C)O2,.,2,-8,4,-4[16.7 µM],0,46,2
Cc1cccc(OC(C)C(=O)N/N=C\c2ccncc2)c1 (centres undefined),1,6,-4,-16,-2,15,-6,2
